Assay outcomes (PubChem BioAssay)
ANO1 block: inhibitors of mouse TMEM16A calcium-activated chloride channel; Q8BHY3; AID 588511; normalized B-score (activity score, 25-100; higher = stronger inhibition) at 10 µM; HEK293 TMEM16A/YFP iodide influx fluorescence, ionomycin; actives 1.2% (n = 310,000);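 active = ratio plate-corrected score three or more library SD toward inhibition, starting fluorescence score within five deviations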;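 also: score derived from kinetic fluorescence span divided by baseline fluorescence per well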
Target sequence (Q8BHY3 whole entry, looked up): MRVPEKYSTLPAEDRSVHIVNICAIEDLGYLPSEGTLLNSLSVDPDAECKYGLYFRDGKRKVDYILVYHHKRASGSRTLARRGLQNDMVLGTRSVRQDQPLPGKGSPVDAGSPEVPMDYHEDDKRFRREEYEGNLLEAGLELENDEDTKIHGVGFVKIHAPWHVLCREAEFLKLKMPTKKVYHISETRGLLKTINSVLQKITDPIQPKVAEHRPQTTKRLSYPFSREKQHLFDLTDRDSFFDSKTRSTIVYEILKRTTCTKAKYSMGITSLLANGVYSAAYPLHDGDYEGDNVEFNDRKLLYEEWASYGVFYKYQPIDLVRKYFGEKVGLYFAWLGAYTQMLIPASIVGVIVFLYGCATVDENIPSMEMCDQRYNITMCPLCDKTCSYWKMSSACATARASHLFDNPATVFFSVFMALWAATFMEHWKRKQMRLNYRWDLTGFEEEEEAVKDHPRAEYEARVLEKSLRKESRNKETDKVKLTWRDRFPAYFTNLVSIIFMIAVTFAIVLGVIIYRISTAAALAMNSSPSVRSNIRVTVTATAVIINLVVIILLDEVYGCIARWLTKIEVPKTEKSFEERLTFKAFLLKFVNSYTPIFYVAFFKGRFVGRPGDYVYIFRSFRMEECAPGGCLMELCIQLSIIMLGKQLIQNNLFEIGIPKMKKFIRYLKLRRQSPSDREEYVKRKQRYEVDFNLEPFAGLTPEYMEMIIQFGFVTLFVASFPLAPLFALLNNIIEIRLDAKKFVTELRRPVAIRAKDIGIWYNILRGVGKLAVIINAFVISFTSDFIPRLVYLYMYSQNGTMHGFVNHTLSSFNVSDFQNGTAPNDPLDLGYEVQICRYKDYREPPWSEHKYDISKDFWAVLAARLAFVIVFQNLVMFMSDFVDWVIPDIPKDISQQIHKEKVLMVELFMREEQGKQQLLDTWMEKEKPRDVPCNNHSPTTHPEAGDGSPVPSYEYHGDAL
TRPC4 act: activators of mouse TRPC4 channel; Q9QUQ5; HEK293 TRPC4beta/mu-opioid, Fluo4 calcium fluorescence; stronger effect = higher value; B-score at 10 µM; actives 0.49% (n = 310,000); AID 2237;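 active = B-score above 5 SD of library B-scores, and initial fluorescence ratio not above library mean plus 5 SD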;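 also: positive B-score marks a calcium rise read as TRPC4 activation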
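Assay system: HEK293 stable line with TRPC4beta plus mu-opioid receptor; schedule: 45 min room-temperature Fluo4 loading, 110 s read; technique: kinetic Fluo4 calcium fluorescence; evaluation: integrated baseline-normalised fluorescence ratio, converted to per-well B score; controls: buffer (low) and maximal DAMGO (high)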
TRPC4 block: inhibitors of mouse TRPC4 channel. HEK293 TRPC4beta/mu-opioid, DAMGO-evoked Fluo4 calcium flux; stronger effect = lower value. Q9QUQ5. B-score at 10 µM. actives 0.39% (n = 300,000);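 active = B-score over 3 SD under the library average, no early fluorescence shift, positive overall ratio signal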
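Assay system: TRPC4beta/mu-opioid receptor HEK293 cell line; compound dosing: single concentration per test compound; detection: Fluo4 Ca2+ flux fluorescence; evaluation: per-well B score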
TRPC6 act: activators of mouse TRPC6 channel | HEK293-TRPC6 membrane potential dye fluorescence; stronger effect = higher value | AID 2550 | B-score at 10 µM | actives 0.13% (n = 310,000) | Q61143;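 active = B-score of the integrated fluorescence ratio above library mean plus 3 SD, and starting fluorescence ratio within library mean plus 5 SD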;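 also: higher score means more depolarization so channel activation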
MrgX1 antag: blocks BAM8-22 activation of human MrgX1 receptor; Q96LB2; actives 1.3% (n = 310,000); AID 588676; B-score at 10 µM; MRGX1-HEK293 calcium flux, Fluo-4, BAM8-22 antagonism; stronger effect = lower value;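 active = calcium-response B-score plate-corrected more than 3 library SD below zero, starting fluorescence within 5 deviations, no agonist response on first addition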;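 also: peak minus trough fluorescence over baseline after final BAM8-22 challenge near maximal dose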
TRPC6 inh: inhibitors of mouse TRPC6 channel; actives 1.1% (n = 310,000); AID 2553; HEK293-TRPC6, membrane potential dye, ACh-evoked depolarization; stronger effect = lower value; B-score at 10 µM; Q61143;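 active = B-score under library mean minus 3 SD, initial fluorescence not abnormally high, positive integrated signal ratio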;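 also: B-score derived from integrated fluorescence ratio over the kinetic read; more negative B-score means stronger inhibition of depolarization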
SKKanGAS inh: blocks kanamycin growth of S. pyogenes SKKanGAS strain; BacTiter-Glo, 6 h; actives 1.3% (n = 300,000); inhibition, % at 7.5 µM;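 active = mean replicate score, as percent of positive control median, at least 50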;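 also: strain carries kanamycin resistance gene driven by streptokinase promoter and grows in 40 µg/ml kanamycin; loss of luminescence reflects streptokinase promoter inhibition or plain growth inhibition; 0% = median of DMSO wells and 100% = positive control at its reference dose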
ANO1 activ: activators or potentiators of mouse TMEM16A chloride channel | Q8BHY3 | HEK293 TMEM16A/YFP-H148Q/I152L, iodide quench fluorescence; stronger effect = lower value | B-score at 10 µM | actives 0.3% (n = 340,000) | AID 623877;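 active = fluorescence-ratio B-score plate-corrected deviation score at least 3 library SD below zero, with starting fluorescence score within 5 deviations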;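 also: channel opened by trigger with iodide after compound preincubation; score built on the fluorescence ratio of max minus min over baseline; more negative score means more quench and so TMEM16A activation or potentiation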
MrgX1 allo act: allosterically activates human MrgX1 receptor signaling; MrgX1-HEK293, Fluo-4 calcium flux, FDSS; stronger effect = higher value; AID 588675; B-score at 10 µM; Q96LB2; actives 0.63% (n = 310,000);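 active = plate-corrected calcium response at least 3 library SD above typical, normal starting fluorescence, not activating the receptor alone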;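 also: compound read alongside a low EC10 to EC30 dose of BAM8-22 agonist; peak minus trough fluorescence over baseline measured at the second addition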
MrgX1 agonist: activates human MrgX1 receptor signaling; MrgX1-HEK293 cells, Fluo-4 calcium fluorescence, agonist mode; stronger effect = higher value; B-score at 10 µM; AID 588627; actives 0.44% (n = 310,000); Q96LB2;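 active = calcium response B-score plate-corrected fluorescence ratio at least 3 library SD, with starting fluorescence B-score inside 5 SD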
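System – MrgX1-expressing HEK293 cells · Incubation – cells plated overnight, dye loaded 0.5 h 37 °C, 0.5 h room temperature · Technique – kinetic Fluo-4 NW fluorescence of intracellular calcium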
TRPC4 potent: allosteric potentiators of mouse TRPC4 channel; Q9QUQ5; HEK293 TRPC4beta/mu-opioid, DAMGO EC20, Fluo-4 Ca2+ flux; stronger effect = higher value; B-score at 10 µM; actives 0.42% (n = 310,000);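 active = B-score of calcium response area above 5 SD of library B-scores, with initial fluorescence ratio within 5 SD of library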;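 also: B-score of integrated fluorescence ratio over time as area under calcium response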
Active calls of the source: *; i = inactive; . = no result given.

Structure	ANO1 block	TRPC4 act	TRPC4 block	TRPC6 act	MrgX1 antag	TRPC6 inh	SKKanGAS inh	ANO1 activ	MrgX1 allo act	MrgX1 agonist	TRPC4 potent
COCCn1c(CN2CCN(c3ccc(OC)cc3)CC2)nc2c1c(=O)n(C)c(=O)n2C	25*	i	i	i	i	i	7	i	i	i	i
COc1cccc(NC(=O)Cn2cc(C#N)c3ccccc32)c1	i	i	i	i	i	i	8	i	i	i	i
COC(=O)C(Cc1ccc(OC(=O)c2ccccc2Cl)cc1)N1Cc2ccccc2C1=O (stereo not given)	100*	i	i	i	i	i	20	i	i	i	i
Cc1onc(-c2c(F)cccc2Cl)c1C(=O)NCC1COc2ccccc2O1 (stereo not given)	i	i	i	i	i	i	-4	i	i	i	i
Cc1ccc(/C=c2\sc3nc(-c4ccccc4Br)nn3c2=O)o1	i	i	i	i	i	i	-3	i	i	i	i
O=C(NC1(C(F)(F)F)NC(=O)N(C2CCCCC2)C1=O)c1cccs1 (stereo not given)	i	i	i	i	i	i	-2	i	i	i	i
CCOc1ccccc1NC(=O)CN1C(=O)COc2ccccc21	i	i	i	i	i	i	5	i	i	i	i
CCOCCOC(=O)c1cccc(NC(=O)OCC)c1	i	i	i	i	i	i	-4	i	i	i	i
CCN1CCN(CC(=O)Nc2ccc(C)c(Br)c2)CC1	i	i	i	i	i	i	0	i	i	i	i
CCN(CC)S(=O)(=O)c1ccc(C(=O)NCc2n[nH]c(=S)n2-c2ccc(Cl)c(Cl)c2)cc1	i	i	i	i	i	i	-5	i	i	i	i
CC1CCCCN1c1cc(C#N)c(C#N)cc1[N+](=O)[O-] (stereo not given)	i	i	i	i	i	i	12	i	i	i	i
CC(C)CN(Cc1cc(=O)oc2cc(-c3ccccc3)c(O)cc12)CC(C)C	i	i	i	i	i	i	76*	i	i	i	i
Cn1nnnc1SCC(=O)N1CCOCC1	i	i	i	i	i	i	0	i	i	i	i
Cc1ccc(-c2nc(NC(=O)c3ccc(S(=O)(=O)N(CCC#N)CCC#N)cc3)sc2-c2ccccc2)cc1	i	i	i	i	i	i	2	i	i	i	i
Cc1cc(=O)[nH]c(SCc2nc3ccccc3n2Cc2ccccc2)n1	i	i	i	i	i	i	7	i	i	i	i
COc1ccc(-c2cccc(NS(=O)(=O)c3ccccc3[N+](=O)[O-])c2)nn1	i	i	i	i	i	i	-2	i	i	i	i
Cc1ccc(S(=O)(=O)NCC(c2ccco2)N2CCc3ccccc32)cc1 (stereo not given)	i	i	i	i	-5.6*	i	17	i	i	i	i
O=C(O)c1ccc(/C=N/Nc2ccc(C(F)(F)F)cn2)cc1	.	i	i	i	.	i	0	i	.	.	i
CCOCCn1c(-c2ccc(OC)cc2)nc2ccccc21	i	i	i	i	i	i	-3	i	i	i	i
O=C(Oc1ccccc1F)C1CCN(C(=O)c2ccc(F)cc2)CC1	i	i	i	i	i	i	-6	i	i	i	i
COc1ccc(-c2nn(C)c(=O)c3ccccc23)cc1CNC(=O)C1CCCCC1	i	i	i	i	i	i	-15	i	i	i	i
COc1cc(/C(C)=N/NC(=S)NC(C)C)cc(OC)c1OC	i	i	i	i	i	i	-1	i	i	i	i
CC(C)(C)C(=O)Nc1ccnn1C1CCN(C(=O)c2cccc(Cl)c2)CC1	i	i	i	i	i	i	39	i	i	i	i
COc1ccc(C(=O)NCCS(=O)(=O)NCc2cccs2)cc1	i	i	i	i	i	i	-3	i	i	i	i
Cn1ccnc1SCC(=O)Nc1ccc2nc(SCC(=O)NC3CC3)sc2c1	i	i	i	i	i	i	-1	.	i	i	i
O=C(NCc1ccc(Cl)cc1)C(=O)NCC1OCCN1S(=O)(=O)c1cc(F)ccc1F (stereo not given)	i	i	i	i	i	i	2	i	i	i	i
CCOC(=O)c1nn(-c2ccc3c(c2)OCO3)cc1O	i	i	i	i	i	i	-4	i	i	i	i
COc1ccc2c(c1)C(c1ccc(N3CCOCC3)cc1)=NNC(c1cccnc1)=N2	i	i	i	i	i	i	6	i	i	i	i
COc1cccc(OCc2cc(C(=O)N3CCN(c4ccccc4O)CC3)no2)c1	i	i	i	i	i	i	-5	i	i	i	i
COc1ccc(OC)c(NC(=O)CC2SC(=N)N(c3ccccc3)C2=O)c1 (stereo not given)	i	i	i	i	i	i	-1	i	i	i	i
CN(CCNC(=O)c1ccc(N2CCCC2=O)cc1)CCc1ccccc1	i	i	i	i	i	i	-8	i	i	i	i
Cc1ccc(NC(=O)CCNS(=O)(=O)c2cccc3nsnc23)cc1	i	i	i	i	i	i	-4	i	i	i	i
COc1ccc(C(=O)C2CCCCC2=O)cc1 (stereo not given)	i	i	i	i	i	i	4	i	i	i	i
Cc1nn(Cc2ccc(Cl)cc2)c(C)c1NC(=O)C(c1ccccc1)c1ccccc1	i	i	i	i	i	i	7	i	i	i	i
CCOC(=O)C1C(c2ccc(O)c(OC)c2)NC(=S)NC1(O)C(F)(F)F (stereo not given)	i	i	i	i	i	i	6	i	i	i	i
Oc1cccc(/C=N/Nc2ncnc3c2ncn3Cc2ccccc2)c1	i	i	i	i	i	i	3	i	i	i	i
O=c1[nH]cnc2c1ncn2[C@@H]1O[C@H](CO)[C@@H](O)[C@H]1O	i	i	i	i	i	i	4	i	i	i	i
Cc1onc(-c2ccccc2)c1C(O)c1ccc(F)cc1 (stereo not given)	i	i	i	i	i	i	0	i	i	i	i
CC(=O)Nc1ccc2oc(-c3cc(F)c(F)cc3Cl)nc2c1	i	i	i	i	i	i	2	i	i	i	i
CC(Nc1nc(=S)nc(Nc2ccc(F)cc2)[nH]1)c1ccccc1 (stereo not given)	i	i	i	i	i	i	4	i	i	i	i
COc1ccc(-c2nc(CN(Cc3cnn(C)c3)C(C)C)c(C)o2)c(OC)c1	i	i	i	i	i	i	-2	i	i	i	i
COc1ccc(NC(=O)c2ccc3c(SCC(=O)O)c4c(nc3c2)CCCC4)c(OC)c1	i	i	i	i	i	i	22	i	i	i	i
CCOC(=O)C(C(=O)OCC)C(=O)c1cc(OC)c(OC)c(OC)c1	i	i	i	i	i	i	-3	i	i	i	i
NC(=O)c1ccc(NC(=O)COC(=O)CCCc2c[nH]c3ccccc23)cc1	i	i	i	i	i	i	-17	i	i	i	i
O=C(Cc1cnc2ncnn2c1)N1CCc2c([nH]c3ccccc23)C1c1ccccn1 (stereo not given)	i	i	i	i	i	i	-4	i	i	i	i
Cc1c(Cl)cccc1NC(=S)NC1CC1	i	i	i	i	i	i	-1	i	i	i	i
Cc1[nH]c2ccccc2c1/C=C(\C#N)C(=O)NCc1ccccc1	i	i	i	i	i	i	-5	i	i	i	i
c1ccc(-c2nc(N3CCOCC3)cc(N3CCOCC3)n2)cc1	i	i	i	i	i	i	-7	i	i	i	i
CS(=O)(=O)Nc1ccc(S(=O)(=O)NCCc2ccccc2)cc1	i	i	i	i	i	i	0	i	i	i	i
O=C(NNS(=O)(=O)c1ccccc1C(F)(F)F)c1cccc(S(=O)(=O)Nc2ccccc2Cl)c1	i	i	i	i	i	i	22	i	i	i	i

(list continues)
Structure	ANO1 block	TRPC4 act	TRPC4 block	TRPC6 act	MrgX1 antag	TRPC6 inh	SKKanGAS inh	ANO1 activ	MrgX1 allo act	MrgX1 agonist	TRPC4 potent
CCC(=O)Nc1c(-c2ccc3ccccc3c2)nc2ccccn12	i	i	i	i	i	i	1	i	i	i	i
CCOC(=O)CCn1c(=O)c2c(nc(Br)n2Cc2ccccc2)n(C)c1=O	i	i	-5*	i	i	i	-16	i	i	i	i
C/C(CC(=O)NC1CCCCC1)=N\NC(=O)Cc1ccc(-c2ccccc2)cc1	i	i	i	i	i	i	12	i	i	i	i
COc1cc(SC)ccc1C(=O)Nc1c(Cl)cncc1Cl	i	i	i	i	i	i	-6	i	i	i	i
CN(C)S(=O)(=O)c1ccc(C(=O)NNC(=O)C2COc3ccccc3O2)cc1 (stereo not given)	i	i	i	i	i	i	-12	i	i	i	i
Cc1ccc(NC(=O)CCC(=O)OCc2ccc(Br)cc2)cc1	i	i	i	i	i	i	-22	i	i	i	i
CCOc1cccc(CNCc2ccc(C(=O)O)cc2)c1	i	i	i	i	i	i	-8	i	i	i	i
CCOc1ccc(S(=O)(=O)Nc2ccccc2C(=O)N/N=C/c2c(OC)ccc3ccccc23)cc1	i	i	i	i	i	i	-3	i	i	i	i
CCOC(=O)c1ccc(CSc2n[nH]c(C)n2)o1	i	i	i	i	i	i	-5	i	i	i	i
O=C1OC(Nc2ccc(F)cc2F)c2ccccc21 (stereo not given)	i	i	i	i	i	i	2	i	i	i	i
CCN(CC)C(=O)N1c2ccccc2C=Cc2ccccc21	i	i	i	i	i	i	16	i	i	i	i
c1ccc(-c2ccccc2OCCCCN2CCCCCC2)cc1	i	i	i	i	i	i	-5	i	i	i	i
Cc1ccc(S(=O)(=O)/N=C2/NC(=O)/C(=C\c3ccco3)S2)cc1	i	.	.	.	i	.	.	i	i	i	.
Cc1c(CCC(=O)O)c(=O)oc2c(C)c(OCc3ccccc3Cl)ccc12	i	i	i	i	i	i	36	i	i	i	i
COc1ccc(NC(=O)Cn2c([N+](=O)[O-])cnc2C)cc1Cl	i	i	i	i	i	i	0	i	i	i	i
C=CCN1C(=O)c2ccccc2NC1c1cc(Br)cs1 (stereo not given)	i	i	i	i	i	i	6	i	i	i	i
COc1ccc(NC2CCCN(C(=O)CSc3ccccc3)C2)cc1 (stereo not given)	i	i	i	i	i	i	-1	i	i	i	i
c1cn2c(Nc3ccc4c(c3)OCCO4)c(-c3ccc(N4CCOCC4)cc3)nc2cn1	i	i	i	i	i	i	8	i	i	i	i
